Bioassay records (PubChem BioAssay)
SENP8 inh: blocks human SENP8 cleavage of Nedd8 substrate; 0.64% of 360,000 active; inhibition, % at 20 µM; Q96LD8; recombinant SENP8, Nedd8 substrate fluorescence; AID 602440; in the data active = inhibition mostly above about 40%, no sharp cut-off; inactive = mostly below about 27%
Target sequence (Q96LD8 whole entry, looked up): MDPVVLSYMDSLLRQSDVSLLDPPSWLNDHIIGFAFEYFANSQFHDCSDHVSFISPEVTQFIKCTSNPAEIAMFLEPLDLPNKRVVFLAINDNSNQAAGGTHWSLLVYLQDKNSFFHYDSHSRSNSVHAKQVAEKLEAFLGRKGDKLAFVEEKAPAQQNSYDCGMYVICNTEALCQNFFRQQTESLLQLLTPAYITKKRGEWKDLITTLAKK
SENP7 block: SENP7 protease inhibition. 1.5% of 330,000 active. inhibition, % at 5 µM. recombinant SENP7, Z-RLRGG-aminoluciferin luminescence, 40 min;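 active = inhibition above about 50% at the single test dose, limit read from the data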;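 also: plate controls were DMSO with enzyme for no effect and no enzyme buffer wells for full effect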
Target sequence (Q9BQF6 706-1050 limits assumed): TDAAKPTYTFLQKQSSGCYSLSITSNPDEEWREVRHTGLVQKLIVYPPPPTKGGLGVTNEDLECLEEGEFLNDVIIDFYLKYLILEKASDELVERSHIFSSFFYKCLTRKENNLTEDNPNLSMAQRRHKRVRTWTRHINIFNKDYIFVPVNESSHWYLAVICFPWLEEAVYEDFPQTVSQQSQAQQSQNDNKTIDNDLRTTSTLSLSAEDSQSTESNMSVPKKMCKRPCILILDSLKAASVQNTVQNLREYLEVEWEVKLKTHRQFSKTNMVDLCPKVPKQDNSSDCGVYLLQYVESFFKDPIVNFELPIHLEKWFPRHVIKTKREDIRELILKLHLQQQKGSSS
SENP6 inh: SENP6 protease inhibition; Recombinant SENP6 catalytic domain, aminoluciferin luminescence; AID 2599; 1.8% of 330,000 active; Q9GZR1; inhibition, % at 10 µM;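 active = inhibition above about 50% at the single tested dose, limit read from the data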;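 also: plate controls were DMSO wells with enzyme for no effect and DMSO wells lacking enzyme for full effect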
Target sequence (Q9GZR1 628-1112 limits assumed): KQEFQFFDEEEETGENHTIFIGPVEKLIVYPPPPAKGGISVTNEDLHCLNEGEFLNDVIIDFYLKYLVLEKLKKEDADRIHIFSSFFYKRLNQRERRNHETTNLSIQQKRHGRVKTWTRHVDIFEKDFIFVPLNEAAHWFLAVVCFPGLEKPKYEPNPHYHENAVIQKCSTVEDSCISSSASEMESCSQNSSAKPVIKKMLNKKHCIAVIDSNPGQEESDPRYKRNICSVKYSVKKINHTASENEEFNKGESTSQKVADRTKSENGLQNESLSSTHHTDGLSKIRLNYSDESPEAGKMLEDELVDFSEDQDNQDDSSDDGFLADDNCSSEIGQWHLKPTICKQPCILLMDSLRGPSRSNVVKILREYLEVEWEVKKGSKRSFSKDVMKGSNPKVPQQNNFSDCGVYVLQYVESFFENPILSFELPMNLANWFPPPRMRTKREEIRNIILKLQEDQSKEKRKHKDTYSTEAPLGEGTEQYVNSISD
MPTP block: inhibitors of mitochondrial permeability transition pore; inhibition, % at 10 µM; 1.4% of 360,000 active; isolated mouse mitochondria, Ca2+ swelling absorbance, 30 min;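 active = inhibition of 50% or more, scaled per plate between neutral and stimulator controls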;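 also: 0% = DMSO wells given calcium and 100% = 1 mM EGTA wells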
GRIN3A LBD mod: NR3A (human) ligand-binding domain modulation; Tm shift relative to glycine control, % at 25 µM; NR3A LBD differential scanning fluorimetry, Tm shift; 0% = protein alone, 100% = glycine-bound protein; 2.5% of 340,000 active;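 active = melting temperature shift of at least 10% of the positive control shift, at one fixed dose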
PfGluPho inh: PfG6PD (Plasmodium falciparum) enzyme inhibition; PfGluPho enzyme, NADPH resazurin-diaphorase fluorescence; inhibition, % at 20 µM; 0.78% of 350,000 active; AID 504690;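 active = inhibition reaching at least a set limit at 20 µM in the primary screen, cut at about 59% in these data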;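 also: 0% = DMSO wells with substrate and 100% = DMSO wells lacking glucose-6-phosphate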
ATG4B inh: blocks human ATG4B protease cleavage of LC3 substrate. Q9Y4P1. ATG4B cleavage of LC3-PLA2, NBD-HPC fluorescence, 1 h. 0.51% of 340,000 active. inhibition, % at 8.33 µM; in the data active = inhibition above about 40%
HKDC1 inhibitor: blocks human hexokinase HKDC1 activity. recombinant HKDC1, G6PDH/diaphorase resazurin coupled fluorescence. 0.16% of 340,000 active. inhibition, % at 20 µM. AID 493160. Q2TB90;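 active = inhibition above about 35% when tested at 20 µM, limit read from the data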;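 also: plate controls were DMSO wells with enzyme for no effect and DMSO wells lacking enzyme for full effect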
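test system = in-house recombinant HK5 (HKDC1) enzyme | amount = HKDC1 at 5 µg/mL | control set = DMSO-enzyme wells negative, buffer-substituted wells positive | compound = one dose of 20 µM, 1% DMSO | schedule = reaction time 90 min, room temperature, protected from light | technique = resorufin fluorescence at 613 nm | reagent = glucose with 1 mM ATP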
Starred values were filed as active, the others as inactive; . = not tested or not shown.

#	Molecule	SENP7 block	MPTP block	PfGluPho inh	ATG4B inh	GRIN3A LBD mod	HKDC1 inhibitor	SENP6 inh	SENP8 inh
1	CCOC(=O)C1CCN(C(=O)CN2C(=O)COc3ccc(C(C)(C)C)cc32)CC1	7	0.5	-5	-7	2	-6	1	9
2	COc1ccc(NC(=O)C(C)Oc2ccc(/C(C)=N\O)cc2)cc1 (stereo not drawn)	-6	0.4	-31	3	-1	3	-6	16
3	CSc1ncccc1-c1nc2ccccc2[nH]1	-4	1.0	4	-1	-6	2	5	-124
4	CC1C(=O)NC(=O)C1c1ccccc1 (stereo not drawn)	9	2.3	-2	-1	0	-2	-4	8
5	Cc1cccc(C(=O)Nc2cccc(C(=O)N/N=C/c3ccc4c(c3)OCO4)c2)c1	-7	0.6	16	-11	-14	0	50*	-148
6	Cc1c(C(=O)NCCCN2CCOCC2)oc2c1C1(CCC2)SCCS1	4	1.3	2	-2	-3	16	7	13
7	CC[C@]12c3[nH]c4ccc(OC)cc4c3CCN1C(=O)C(CC(=O)NCc1ccco1)C[C@@H]2C(=O)N1CCN(C(=O)c2ccco2)CC1 (stereo partly drawn)	3	-0.9	15	.	0	-1	.	1
8	CCC1CCC/C1=N\NC(=O)c1cc(C)[nH]n1 (stereo not drawn)	6	-1.0	-2	-1	0	-12	-20	13
9	C=CCSc1nc(-c2ccc3c(c2)OCO3)cc(C(F)(F)F)c1C#N	5	1.6	13	2	5	-6	-1	-299
10	O=S(=O)(c1ccc(F)cc1)N1CCc2ccccc2C1	7	0.3	-8	-4	1	-8	0	17
11	CCC(=O)Nc1sc2c(c1C#N)CC(C)(CC)OC2 (stereo not drawn)	6	-0.3	4	-7	3	3	8	3
12	Clc1ccc(-n2nnnc2SCc2c(-c3ccccc3)nc3sccn23)cc1	-3	3.0	2	13	-9	2	-8	19

#	Molecule	SENP7 block	MPTP block	PfGluPho inh	ATG4B inh	GRIN3A LBD mod	HKDC1 inhibitor	SENP6 inh	SENP8 inh
13	COc1cc(-c2nc(CN3CCCN(C(=O)c4ccco4)CC3)c(C)o2)ccc1F	4	-3.9	0	-9	0	-10	0	-8
14	COC(/C=C/Nc1ccc(Cl)cc1)=C(C#N)C#N	6	-0.8	2	-4	1	-7	7	-1
15	CC(C)(C)NS(=O)(=O)c1ccc(OCC(=O)NCC2CCCO2)cc1 (stereo not drawn)	-11	-2.4	-16	-3	-1	-5	-9	3
16	CCOC(=O)c1cnc2c(-c3cccc(Br)c3)cnn2c1C	55*	-1.5	1	17	1	-6	15	14
17	CC(C)CC(=O)Nc1nnc(SCC(=O)Nc2ccc(F)cc2)s1	-1	0.3	13	-5	-7	-7	4	9
18	COc1ccc(C(C)=O)cc1CSc1nc2cc(C(=O)O)ccc2c(=O)n1Cc1ccccc1	-1	-5.9	-30	5	1	8	-8	-45
19	CCOC(=O)C1CCN(C(=O)CCS(=O)(=O)Cc2ccccc2)CC1	-2	0.5	-5	-5	-1	-5	10	9
20	O=C(CSc1nnc(CNC(=O)c2ccco2)o1)NC1CCCC1	3	-0.2	1	-5	0	-2	-11	13
21	CC(=O)N1CCc2cc(S(=O)(=O)Nc3ccc(C)cc3)ccc21	4	-0.2	-12	2	3	-3	1	10
22	CSc1nnc(-c2ccc(S(=O)(=O)N3CCCC3)cc2)n1C	-10	-0.5	-9	3	-17	10	-1	-3
23	OC(CSc1ccccc1Cl)CN1CCN(c2ccccc2F)CC1 (stereo not drawn)	-2	1.3	13	0	-3	-8	-9	11
24	COc1ccccc1N1CCN(C2CCCN(C(=O)CCN3CCCCO3)C2)CC1 (stereo not drawn)	-1	-1.5	-4	3	0	-3	-9	4

#	Molecule	SENP7 block	MPTP block	PfGluPho inh	ATG4B inh	GRIN3A LBD mod	HKDC1 inhibitor	SENP6 inh	SENP8 inh
25	COc1ccc(CCN(C)C2CCCN(S(=O)(=O)c3ccccc3F)C2)cc1OC (stereo not drawn)	0	-1.1	7	-4	-2	-8	2	10
26	COc1cc(OC)cc(-c2sc3ccc(OC)cc3c2-c2ccc3cc[nH]c3c2)c1	-4	0.5	17	6	1	6	-9	-243
27	Cc1ncc(CSc2nnnn2-c2ccccc2)c(N)n1	2	-0.1	16	-6	-3	11	-12	11
28	Cc1ccc(S(=O)(=O)N(C)CC(=O)NNC(=O)CCC(=O)c2ccc(F)cc2)cc1	9	0.6	-1	-2	-1	2	1	1
29	COc1ccc(-c2nc(SC(CC(=O)NCc3ccccc3)c3ccc(OC)c(OC)c3)n[nH]2)cc1 (stereo not drawn)	0	1.4	-9	-24	2	-5	-4	9
30	C=CCn1c(SCC(=O)c2[nH]c(C)c(C(=O)OCC)c2C)nc2scc(-c3ccc(OC)c(OC)c3)c2c1=O	.	-1.4	-11	0	-2	-8	.	10
31	CCCCn1c(N)c(N(CCOC)C(=O)COC(=O)COc2ccc(CC)cc2)c(=O)[nH]c1=O	3	-1.5	-1	-4	0	-3	-18	14
32	CCOc1ccccc1N(CC(=O)NCCSc1ccccn1)S(=O)(=O)c1ccccc1	11	-0.9	21	-5	-2	0	-14	9
33	Cc1ccc(C(=O)N/C(=C\c2ccccc2)C(=O)NCCCn2ccnc2)cc1	4	-0.6	-1	0	0	-9	-7	9
34	COC(=O)CCCC1=CC2=C(c3ccccc3)C(=O)C(C)(OC(=O)C3CCCC3)C(=O)C2=CN1c1ccc(OC)cc1 (stereo not drawn)	5	-0.1	2	5	0	16	17	-154
35	CCCc1nc(C)cc(N2CCN(c3ccccc3)CC2)n1	-7	-0.5	-5	0	-8	0	12	18
36	COc1ccc(/C=C\C(=O)c2c(O)ccc3c(C)cc(=O)oc23)cc1OC	-1	0.2	-8	4	14*	8	3	-335

#	Molecule	SENP7 block	MPTP block	PfGluPho inh	ATG4B inh	GRIN3A LBD mod	HKDC1 inhibitor	SENP6 inh	SENP8 inh
37	CCc1cc(-c2n[nH]c(=S)n2-c2ccccc2C)cs1	-5	-12	39	7	-1	-9	-9	-30
38	COC(=O)C1=C(C)N(CC2CC2)C(=NCc2cccc(C(F)(F)F)c2)N[C@H]1c1ccccc1	0	-1.9	4	1	-3	-1	-3	-130
39	CCC(C)CCCCCCCCCCC(=O)O (stereo not drawn)	-11	-1.4	-32	12	1	7	41	1
40	O=c1cc(CN2CCOCC2)c2cc(Cl)ccc2o1	-9	0.5	-2	-6	-2	-5	-12	15
41	Cc1cc(C)nc(NC(C)(C)C(=O)O)n1	0	2.2	-8	-7	3	-11	-7	5
42	N=C(N)SCCc1cnc[nH]1	-8	-0.3	-13	2	1	-4	-4	1
43	Cc1ccc(-c2nc3ccccc3o2)cc1NC(=S)NC(=O)c1cc2ccccc2o1	.	-0.6	-3	4	1	-2	.	-135
44	COc1cc(-c2cc(C(=O)Nc3cccc(C(C)=O)c3)c3ccccc3n2)cc(OC)c1OC	-10	0.6	17	-10	-2	1	4	-252
45	COc1ccc(C2/C(=C(/O)c3ccc4c(c3)CC(C)O4)C(=O)C(=O)N2CCN2CCOCC2)cc1 (stereo not drawn)	-3	16	-15	-8	0	-6	-16	-5
46	CCCOc1ccc(C2C(C(=O)c3ccc(C)o3)=C(O)C(=O)N2Cc2ccco2)cc1OCC (stereo not drawn)	10	-2.2	-11	1	-1	15	-11	-9
47	CC(Oc1ccc(Cl)cc1)C(=O)NCC1CCCO1 (stereo not drawn)	5	0.8	-12	3	-2	0	-8	9
48	Cc1ccc(C(c2nnnn2CC2CCCO2)N2CCN(Cc3ccccc3)CC2)cc1 (stereo not drawn)	-1	-1.9	-6	-8	0	-8	-3	0

#	Molecule	SENP7 block	MPTP block	PfGluPho inh	ATG4B inh	GRIN3A LBD mod	HKDC1 inhibitor	SENP6 inh	SENP8 inh
49	Cc1ccc(C(=O)N/C(=C\c2ccco2)C(=O)N2CCSCC2)cc1C	-1	1.2	-4	-8	-1	-4	-4	6
50	O=C(COC(=O)CCSc1ccc(Cl)cc1)NCc1ccc(Cl)cc1	14	1.3	5	7	-2	1	5	12
51	COC(=O)c1cc(C#N)c(Oc2ccccc2)nc1C	12	0.5	-5	2	3	3	-9	7
52	O=C(NC1CCSc2ccccc21)c1ccc(F)c(S(=O)(=O)N2CCOCC2)c1 (stereo not drawn)	-7	0.9	-4	5	2	-2	-5	11
53	CNC(=O)C1(C)C=CCN1C(=O)c1ccccc1 (stereo not drawn)	7	0.3	3	-4	0	-5	15	16
54	O=C(Nc1cccnc1)c1ccc2snnc2c1	-7	-2.1	-9	-15	4	-6	2	8
55	COc1cc(CC(=O)OCC(=O)NC2CCCC2)cc(OC)c1OC	-6	-2.9	-8	-49	0	-6	-7	14
56	CC1CCCC(C)N1/N=C/c1ccccc1F (stereo not drawn)	4	-0.8	3	6	3	-3	9	11
57	COC(=O)/C(C(C)=O)=C(\C=C\N(C)C)N(C)C	6	-1.1	-8	-6	0	-7	2	14
58	Cc1ccc(Cl)cc1NC(=O)Cn1c(C)csc1=O	2	-1.9	7	1	5	-4	18	15
59	Cc1ccc(C2=NN(S(C)(=O)=O)C(c3ccc4nccnc4c3)C2)cc1 (stereo not drawn)	9	2.2	-2	-9	-3	-1	5	4
60	COc1cc(OC)cc(C(=O)NC(=S)N2CCN(c3ccc(C(F)(F)F)cc3[N+](=O)[O-])CC2)c1	-11	0.6	-6	1	4	-1	-21	-9

#	Molecule	SENP7 block	MPTP block	PfGluPho inh	ATG4B inh	GRIN3A LBD mod	HKDC1 inhibitor	SENP6 inh	SENP8 inh
61	COc1ccccc1C(=O)Nc1sc(C(=O)N2CCCC2)c(C)c1C#N	-1	-0.9	6	-5	-1	-4	-5	-10
62	CC1CCN(C(=O)/C(=C\c2ccccc2F)NC(=O)c2ccccc2)CC1	6	0.1	-11	-4	0	2	8	24
63	COC(=O)C1CN(C(=O)C(C)Oc2ccc(C)c(C)c2)c2ccccc2O1 (stereo not drawn)	-3	2.1	10	2	-1	-7	-15	19
64	O=C(O)c1cccc(Cn2cc(Br)cn2)c1	-2	-1.9	-11	3	0	2	-3	13

Some of the entries above in a different format.
55: COc1cc(CC(=O)OCC(=O)NC2CCCC2)cc(OC)c1OC
56: CC1CCCC(C)N1/N=C/c1ccccc1F (stereo not drawn)
57: COC(=O)/C(C(C)=O)=C(\C=C\N(C)C)N(C)C
58: Cc1ccc(Cl)cc1NC(=O)Cn1c(C)csc1=O
59: Cc1ccc(C2=NN(S(C)(=O)=O)C(c3ccc4nccnc4c3)C2)cc1 (stereo not drawn)
60: COc1cc(OC)cc(C(=O)NC(=S)N2CCN(c3ccc(C(F)(F)F)cc3[N+](=O)[O-])CC2)c1
61: COc1ccccc1C(=O)Nc1sc(C(=O)N2CCCC2)c(C)c1C#N
62: CC1CCN(C(=O)/C(=C\c2ccccc2F)NC(=O)c2ccccc2)CC1
63: COC(=O)C1CN(C(=O)C(C)Oc2ccc(C)c(C)c2)c2ccccc2O1 (stereo not drawn)
64: O=C(O)c1cccc(Cn2cc(Br)cn2)c1
assay / entry	55	56	57	58	59	60	61	62	63	64
SENP7 block	-6	4	6	2	9	-11	-1	6	-3	-2
MPTP block	-2.9	-0.8	-1.1	-1.9	2.2	0.6	-0.9	0.1	2.1	-1.9
PfGluPho inh	-8	3	-8	7	-2	-6	6	-11	10	-11
ATG4B inh	-49	6	-6	1	-9	1	-5	-4	2	3
GRIN3A LBD mod	0	3	0	5	-3	4	-1	0	-1	0
HKDC1 inhibitor	-6	-3	-7	-4	-1	-1	-4	2	-7	2
SENP6 inh	-7	9	2	18	5	-21	-5	8	-15	-3
SENP8 inh	14	11	14	15	4	-9	-10	24	19	13
